SRC2 TRFRET art: TR-FRET signal artefacts, primary screen, artefact control for PPARgamma SRC-2 agonist project, biochemical; TR-FRET artefact counter-screen; stronger effect = higher value; TR-FRET ratio at 8 µM; actives 0.4% (n = 200,000); in the data active = TR-FRET ratio above about 2000; also: inactives centre near 1500
bIAP inhibitor: bovine intestinal alkaline phosphatase inhibitors, primary screen, selectivity assay for TNAP inhibitor project, biochemical, bovine IAP, CDP-star luminescence. 190,000 tested, under 10 active. AID 1019, 2008. inhibition, % at 20 µM. purified bovine IAP, 30 min;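 active = over 50% inhibition of intestinal alkaline phosphatase at 20 µM in the single-dose screen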
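Assay system – bovine IAP enzyme · Quantity – bovine IAP at 1/65,000,000 final dilution · Detection – CDP-star luminescence signal · Times – 30 min reaction at room temperature · Also added – CDP-star substrate at 30 µM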
PPARg SRC3 recr: PPARgamma agonists recruiting SRC-3 coactivator, primary screen, biochemical. Peroxisome proliferator-activated receptor gamma (Homo sapiens), P37231. biochemical PPARgamma/SRC-3 coactivator recruitment assay. activation, % at 8 µM. actives 0.26% (n = 200,000). AID 731, 2007; in the data active = activation above about 23%;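 also: 0% = DMSO and 100% = reference agonist; some compounds past the cut are filed as inactive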
Target sequence (P37231 whole entry, looked up): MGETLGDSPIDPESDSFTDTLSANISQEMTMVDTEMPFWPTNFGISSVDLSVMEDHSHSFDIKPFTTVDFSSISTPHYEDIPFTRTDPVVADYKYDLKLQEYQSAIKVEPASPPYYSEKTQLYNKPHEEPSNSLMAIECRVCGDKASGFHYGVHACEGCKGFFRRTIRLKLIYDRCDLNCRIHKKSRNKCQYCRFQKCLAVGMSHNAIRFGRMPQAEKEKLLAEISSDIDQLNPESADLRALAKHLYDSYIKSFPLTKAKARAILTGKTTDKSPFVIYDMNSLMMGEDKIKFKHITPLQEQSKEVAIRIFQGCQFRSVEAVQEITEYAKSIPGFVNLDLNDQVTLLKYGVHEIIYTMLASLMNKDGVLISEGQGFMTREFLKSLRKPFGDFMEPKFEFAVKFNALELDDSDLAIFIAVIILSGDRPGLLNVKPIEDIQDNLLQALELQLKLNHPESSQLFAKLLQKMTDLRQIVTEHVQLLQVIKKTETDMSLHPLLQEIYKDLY
ROMK mod: ROMK potassium channel modulators, primary screen, cell-based, thallium flux, MLSMR library | B-score at 10 µM | actives 2% (n = 130,000) | Tet-inducible ROMK, thallium flux fluorescence; actives lie on both sides | ATP-sensitive inward rectifier potassium channel 1 (Homo sapiens), P48048;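 active = signal ratio slope over the read window, or its plate-corrected B-score, at least 3 SD from the plate mean, either direction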;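 also: B-score of the F/F0 ratio slope over 7 to 12 s after thallium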
STAT1 blocker: STAT1 signaling inhibitors, primary screen, cell-based, HTS, luciferase reporter; NIH 3T3 STAT1-luciferase reporter, IFN-gamma, luminescence; actives 0.35% (n = 200,000); AID 920, 2007; inhibition, % at 5.5 µM;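 active = inhibition above a set limit, the mean inhibition across all tested compounds plus 3 SD, cut at about 34% in these data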;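 also: 0% = IFN-gamma with DMSO and 100% = IFN-gamma with 300 µM nifuroxazide; values of inactives mirror those of a sister screen read the other way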
PPARg SRC1 recr: PPARgamma agonists recruiting SRC-1 coactivator, primary screen, biochemical. PPARgamma-SRC-1 coactivator recruitment biochemical assay. activation, % at 8 µM. AID 631, 2007. actives 0.41% (n = 200,000); in the data active = activation above about 19%;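 also: 0% = DMSO and 100% = reference agonist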
PPARg SRC-2 ag: agonists of PPARg-SRC-2 recruitment, primary screen, biochemical, HTS; PPARgamma LBD-SRC-2 recruitment; Peroxisome proliferator-activated receptor gamma (Homo sapiens), P37231; activation, % at 8 µM; AID 1032, 2008; actives 0.34% (n = 200,000); in the data active = activation above about 22%;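 also: 0% = vehicle and 100% = reference agonist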
bIAP act: bovine intestinal alkaline phosphatase activators, primary screen, biochemical, bovine IAP, CDP-star luminescence; alkaline phosphatase, intestinal [Bos taurus]; purified bovine IAP, 30 min; stronger effect = higher value; fold of DMSO-control signal, blank-subtracted; activation factor at 20 µM; actives 0.17% (n = 200,000);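 active = activation factor of 2 or more at 20 µM, a signal rise over negative controls twice the positive control's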
TNAP act hiacc: TNAP activators at high phosphate acceptor level, primary screen, biochemical, luminescence, uHTS; activation factor at 20 µM; 200,000 tested, under 10 active; Alkaline phosphatase, tissue-nonspecific isozyme (Homo sapiens), P05186; purified TNAP, CDP-star luminescence, 1 M DEA, 30 min; stronger effect = higher value; 0 = EDTA background, 1 = DMSO-only activity;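 active = activation factor at least 2 at 20 µM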
Target sequence (P05186 whole entry, looked up): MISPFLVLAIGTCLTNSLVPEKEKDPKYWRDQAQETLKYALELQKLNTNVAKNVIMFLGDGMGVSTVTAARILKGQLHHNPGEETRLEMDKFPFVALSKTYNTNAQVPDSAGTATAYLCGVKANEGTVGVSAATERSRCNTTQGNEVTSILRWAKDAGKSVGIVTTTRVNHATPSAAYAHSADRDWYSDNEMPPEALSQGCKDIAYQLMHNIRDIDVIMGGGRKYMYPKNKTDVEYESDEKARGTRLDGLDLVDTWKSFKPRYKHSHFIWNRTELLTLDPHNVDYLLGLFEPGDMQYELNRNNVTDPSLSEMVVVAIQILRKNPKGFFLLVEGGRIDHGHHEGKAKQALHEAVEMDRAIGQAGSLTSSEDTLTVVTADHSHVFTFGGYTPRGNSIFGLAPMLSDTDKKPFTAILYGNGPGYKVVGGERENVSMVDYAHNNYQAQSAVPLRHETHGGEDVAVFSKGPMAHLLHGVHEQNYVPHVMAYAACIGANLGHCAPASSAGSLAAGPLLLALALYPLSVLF
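Test system – human TNAP · Doses – 20 µM single point · Incubation – 30 min, room temperature · Signal – luminescent substrate turnover signal · Read-out basis – activation factor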
STAT3 act: IL-6 driven STAT3 reporter potentiators, primary screen, U3A cells, luciferase, luminescence, MLSCN library; actives 0.91% (n = 190,000); activation (% of control), % at 5.6 µM; IL-6 STAT3-luciferase reporter; 100% = signal with IL-6 EC80 alone;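 active = activation above the screen-wide mean of compound activation plus 3 SD, cut at about 130% in these data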;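 also: 0% = background luminescence of wells with medium and substrate only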
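Material: human U3A cells carrying STAT3-luciferase construct. Measured by: reporter luminescence signal. Timing: compound 1 h, then IL-6 6 h at 37 °C.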
STAT3 blocker: IL-6 driven STAT3 reporter inhibitors, primary screen, U3A cells, luciferase, luminescence, MLSCN library | IL-6 STAT3-luciferase reporter; host cell line lacks STAT1 | inhibition, % at 5.5 µM | actives 0.89% (n = 190,000) | AID 862, 2007;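 active = inhibition above the mean inhibition across all screened compounds plus 3 SD, cut at about 44% in these data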;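 also: 0% = DMSO only wells and 100% = 100 µM nifuroxazide control wells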
An asterisk follows results filed as active; · = not tested or not shown.

SMILES	SRC2 TRFRET art	bIAP inhibitor	PPARg SRC3 recr	ROMK mod	STAT1 blocker	PPARg SRC1 recr	PPARg SRC-2 ag	bIAP act	TNAP act hiacc	STAT3 act	STAT3 blocker
CC(=O)Nc1ccc(C2NC(=S)N(c3ccccc3C(F)(F)F)C(C)=C2C(=O)N2CCOCC2)cc1 (stereo unspecified)	1495	-14	0	0.45	2	-4	7	1.1	1	111	-9
CC1(C)NC(C)(C)c2nonc2/C1=N\O	1583	7	-6	·	0	-4	-6	0.9	1	93	15
Nc1nonc1-n1nnc(C(=O)c2ccccc2)c1-c1ccccc1	1655	32	2	-0.93	-7	5	-2	0.7	1	96	8
O=C(c1ccccc1)N1N=C(c2ccccc2)CC1c1ccccc1O (stereo unspecified)	1605	-11	4	-0.76	0	-4	1	1.1	1	104	1
CCN1C/C(=C\c2cccc(C)c2)c2nc3ccccc3c(C(=O)O)c2C1	1574	-6	0	·	1	5	1	1.1	1	104	-5
CC(=O)NC(=S)Nc1cccc([N+](=O)[O-])c1	1660	0	6	2.6	-16	10	-1	1	1	94	12
CC(Oc1ccccc1)C(=O)Nc1cccc(F)c1 (stereo unspecified)	1157	10	-9	-0.42	8	-3	-7	0.9	1	97	0
O=C(CC1Oc2ccccc2NC1=O)NC1CC1 (stereo unspecified)	1745	2	2	·	-6	3	14	1	1.1	99	6
COc1ccc(N(C)S(=O)(=O)c2c(C)[nH]c(=O)[nH]c2=O)cc1	1711	7	5	·	5	9	5	0.9	1.1	103	3
O=C(OCc1c(F)cccc1Cl)c1cnccn1	1363	11	-10	·	2	-6	-10	0.9	1.1	104	-2
O=C(c1ccc(CS(=O)(=O)c2c(Cl)cccc2Cl)o1)N1CCN(c2ccccn2)CC1	1553	-6	-6	·	0	4	4	1.1	1	85	26
CCC(C(=O)Nc1ccc(C(C)C)cc1)c1ccccc1 (stereo unspecified)	1697	0	2	-0.19	2	2	1	1	1	107	-5
N=C1c2ccccc2CN1NC(=O)c1cccc(S(=O)(=O)N2CCCC2)c1	1387	3	-2	·	-7	-2	2	1	1	101	-6
COc1ccc(C)cc1S(=O)(=O)N(C)CC(=O)N1CCC(C(N)=O)CC1	1646	-5	-6	0.15	-15	6	2	1	1.1	99	5
COc1cccc(OCC(=O)O/N=C(\N)c2ccc(OC)c(OC)c2)c1	1434	14	-1	·	1	-1	1	0.9	1	104	-3
COc1ccc(Nc2ncnc3c2oc2ccccc23)cc1	1689	11	2	·	-69	10	6	0.9	1.1	99	5
Cc1ccc(NC(=S)N/N=C/c2ccc(OCCC(C)C)cc2)c(C)c1	1541	4	21	0.26	-4	6	8	1	0.9	94	5
COc1ccc(Cl)cc1-c1nc(-c2ccc(NC(=O)c3ccncc3)cc2)no1	1535	·	-4	·	-4	0	2	·	·	90	16
CCOc1cc(C=O)ccc1OCC(=O)N1CCCC1	1342	9	1	1.1	-4	7	4	0.9	1	97	5
COC(=O)c1ccc(C(=O)OC)c(NC(=S)N2CCN(c3cccc(Cl)c3)CC2)c1	1530	1	1	·	6	4	2	1	1	96	5
COc1ccc(OC)c(C2Nc3nc4ccccc4n3C(C)=C2C(=O)Nc2ccc(C)cc2C)c1 (stereo unspecified)	1299	-20	8	·	-4	8	-2	1.2	1.1	97	5
O=C(c1cc2c(s1)-c1ccccc1OC2)N1CCCC1	1458	7	-9	·	7	6	2	0.9	1.1	79	33
CCOc1ccc(N(CC(=O)Nc2ccccc2C(=O)NC(C)CC)S(C)(=O)=O)cc1 (stereo unspecified)	1532	-8	2	0.71	-6	-1	11	1.1	1.1	99	3
CCN(CC(=O)Nc1ccc(C)c(F)c1)CC(=O)NC(C)(C)C	1593	-10	2	1	3	12	16	1.1	1	103	2

Complete entries, looked up by structure.
Shown for COc1ccc(C)cc1S(=O)(=O)N(C)CC(=O)N1CCC(C(N)=O)CC1 = SRC2 TRFRET art = 1646; bIAP inhibitor = -5; PPARg SRC3 recr = -6; ROMK mod = 0.15; STAT1 blocker = -15; PPARg SRC1 recr = 6; PPARg SRC-2 ag = 2; bIAP act = 1; TNAP act hiacc = 1.1; STAT3 act = 99; STAT3 blocker = 5
Shown for O=C(c1cc2c(s1)-c1ccccc1OC2)N1CCCC1 = SRC2 TRFRET art = 1458; bIAP inhibitor = 7; PPARg SRC3 recr = -9; ROMK mod = ·; STAT1 blocker = 7; PPARg SRC1 recr = 6; PPARg SRC-2 ag = 2; bIAP act = 0.9; TNAP act hiacc = 1.1; STAT3 act = 79; STAT3 blocker = 33

Next records follow:
SMILES	SRC2 TRFRET art	bIAP inhibitor	PPARg SRC3 recr	ROMK mod	STAT1 blocker	PPARg SRC1 recr	PPARg SRC-2 ag	bIAP act	TNAP act hiacc	STAT3 act	STAT3 blocker
COc1ccc(OC)c(/C(O)=C/C(=O)C(=O)Nc2cc(C)cc(C)c2)c1	1615	8	0	-0.34	-4	5	4	0.9	1	96	10
Cc1cccc(OCc2nnc(SCC(=O)N3CC(=O)Nc4ccccc43)o2)c1	1544	-7	1	0.37	6	5	4	1.1	1	98	7
COc1ccc(CCNC(=O)C2CCN(C(=O)c3ccc([N+](=O)[O-])cc3)CC2)cc1	1754	3	-2	-0.66	-6	10	3	1	1.1	85	24
Cn1c(Cn2c(=O)sc3ccccc32)nnc1SCC(=O)NCc1ccccc1	1494	8	-3	·	-6	-2	-3	0.9	1	104	-5
Cc1cc(NC(=O)c2cccc(S(=O)(=O)N3CC(c4ccccc4)CC3=O)c2)no1 (stereo unspecified)	1552	16	3	·	10	2	19	0.8	1	96	10
Cc1cc(C)c2nc(SCCc3ccccc3)nc(C)c2c1	1588	11	5	-0.7	1	9	8	0.9	1	86	17
O=C(NCC1CCCO1)C1CCCN1C(=O)NC1CCCCC1 (stereo unspecified)	1590	28	-5	0.6	0	10	3	0.7	1.1	99	4
Cc1cccc(NC(=S)NCC(c2cccnc2)N2CCOCC2)c1 (stereo unspecified)	1494	17	-7	·	-2	4	4	0.8	1	101	-7
COc1ccc2c(C)c(Cl)c(=O)oc2c1	1671	39	6	·	4	4	4	0.6	1	80	28
Cc1ccc2nc(-c3ccc(NC(=S)NCCC(C)C)cc3)sc2c1	1682	·	21	·	-30	14	41*	·	·	90	18
CCN(CC)S(=O)(=O)c1ccc(/C=C/C(=O)OCC(=O)N(C)C)cc1	1456	6	-4	0.036	-1	-4	0	0.9	1	97	5
CCc1ccc(C2CC(c3cccc(Cl)c3)n3nc(N)nc3N2)cc1 (stereo unspecified)	1522	20	1	·	-11	3	-3	0.8	1	95	5
c1ccc(-c2nc3ccccc3[nH]2)nc1	1551	11	3	-0.0032	-40	0	-1	0.9	1	92	13
CN1Cc2ccccc2CC1CNCc1c(C(=O)N2CCCC2)nc2ccccn12 (stereo unspecified)	1641	0	3	0.8	-1	4	18	1	1.1	91	15
COc1ccc(/C=C(/NC(=O)c2cccs2)C(=O)Nc2ccc(C)cc2)cc1OC	1538	8	2	0.25	-1	-2	8	0.9	1	94	5
O=C(NCCN1CCN(C(=O)C(c2ccccc2)c2ccccc2)CC1)C(=O)Nc1ccccc1	1643	1	-2	0.5	6	7	8	1	1.1	101	6
CC(=O)c1c(C)[nH]c(C(=O)OCCCCN2C(=O)c3ccccc3C2=O)c1C	1614	5	6	·	33	6	0	0.9	1	32	86*
CN(C)CCCn1c(N)c(C#N)c2nc(C#N)c(C#N)nc21	1537	7	-4	2	-1	-1	-1	0.9	1	105	-2
COc1ccc(S(=O)(=O)N/N=C\c2ccc(OC)c(COc3ccc(C)cc3[N+](=O)[O-])c2)cc1	1665	1	-5	0.54	9	0	1	1	1	114	-16
CCOC(=O)C1CCCN(C(=O)Cc2c(F)cccc2Cl)C1 (stereo unspecified)	1683	2	1	-0.57	10	7	6	1	1	102	0
COc1cccc(-n2ccnc2SCC(=O)Nc2ccccc2)c1	1460	27	9	-1.7	8	3	2	0.7	1	100	2
COc1ccc(N(CC(=O)Nc2ccccc2C)S(=O)(=O)c2ccccc2[N+](=O)[O-])c(OC)c1	1580	-2	-1	-0.71	8	4	-9	1	1	111	-6
COc1ccc(NC(=O)/C(=C\c2cccs2)NC(=O)c2ccco2)cc1	1532	3	1	1.2	-3	4	6	1	1	91	17
O=C(NCc1n[nH]c(=S)n1-c1ccc(Cl)c(Cl)c1)c1cccs1	1499	39	6	-0.32	-2	9	2	0.6	1	103	-1
C/C(=C\C(=O)c1ccc(F)cc1)Nc1ccc(N2CCOCC2)cc1	1727	2	5	·	-2	2	-1	1	1	81	27
Brc1c(CSc2nnc(-c3ccco3)o2)nc2ccccn12	1403	1	-7	·	-5	2	5	1	1.1	83	24
CC1SC(C)C(=O)N(CC(=O)Nc2ccc([N+](=O)[O-])cc2)C1=O (stereo unspecified)	1546	6	-4	0.7	3	-4	-10	0.9	1	110	-4
O=P(O)(CCc1ccccc1)CN1CCCCC1	1411	3	-5	·	-1	-11	8	1	1	98	6
O=C(CCC(=O)OCc1cccc([N+](=O)[O-])c1)Nc1ccccc1Cl	1658	-6	1	0.022	3	2	2	1.1	1	104	6
COc1cccc(C(=O)N/N=C(\CC(C)C)c2ccccc2)c1	1321	9	-5	·	-14	-6	-11	0.9	1	97	6
CSc1ccc(CN(C)CC(=O)Nc2ccccc2Br)cc1	1575	-17	4	·	6	18	11	1.2	1	96	7
CCOC(=O)Cc1csc(NC(=O)c2csc(C)c2)n1	1419	5	-3	-1.8	-6	-2	14	0.9	1	91	14
COc1ccccc1CNC(=O)CN1CCN(S(=O)(=O)c2cccs2)CC1	1613	8	4	-1.1	2	11	0	0.9	1	98	4
CC(C)(C)NC(=O)C(c1ccncc1)N(C(=O)c1csnn1)c1ccccc1 (stereo unspecified)	1645	10	7	·	-4	0	14	0.9	1	105	-1
CN(CC(=O)N1CCN(c2ccccc2)CC1)S(=O)(=O)c1cnc[nH]1	1517	-13	-1	0.52	2	-2	-4	1.1	1	101	1

The order is random (roughly 3.7% active in at least one column).
